Screening results as filed in PubChem BioAssay.
BCR signal inh – blocks chronic active B-cell receptor signaling; ABC-DLBCL IkBa-CBG/CBR reporter, luminescence ratio, 4 h; Potency, µM (series often up to 46.1 µM), for inactives: at the top dose ratio change, negative = lower green/red ratio, actives largely listed as inhibitors; hit rate 0.05% among 340,000; active = well fitted inhibition curve with a large enough effect in the signal ratio, with a control signal flat, not every such curve was filed as active; inconclusive = small, poorly fitted or top-dose-only effect, or effect the other way, or a change in a side signal; the % refers to the signal ratio;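 note: potency is the fitted concentration of half-maximal effect; plate controls were basal doxycycline-induced cells for no effect and cells given 10 µM MG132 for full effect; MG132 reads +100%, hits lower the ratio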
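TMD8 ABC-DLBCL cells carrying doxycycline-inducible green luciferase fused to IkappaBalpha plus unfused red luciferase were exposed to compounds (up to 46 uM) for 4 hrs at 37C. Activity came from the overlap-corrected green/red luminescence ratio.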
TCR activator – activators of T cell receptors; primary human leukocytes, anti-CD3, IL-2 HTRF, 48 h; AID 504894; Potency, µM (doses to about 9.22 µM), without a hit: top-dose activation of IL-2 secretion, actives largely listed as activators; 330,000 tested, under 10 active; note: % of control where 0% means no effect
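Readout: HTRF IL-2, Eu-cryptate/d2 antibody pair, 320nm excitation, 665nm emission. Stimulus: a-CD3 beads, no co-stimulation. Cells: primary human leukocytes. Exposure: 48 hr with compound.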
B2AR arrestin – recruits beta-arrestin to the human beta2-adrenergic receptor | P07550 | beta-arrestin recruitment to beta2AR, cell-based reporter | Potency, µM (top dose mostly 46.1 µM), without a hit: at the highest dose activation, usual class: activators | hit rate 0.02% among 330,000;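 note: potency is the fitted concentration of half-maximal effect; 0% = DMSO controls and full agonism = EC100 isoproterenol or metaproterenol; nearly all actives have a fitted effect of over 65% in size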
Tb PFK block – blocks T. brucei phosphofructokinase | O15648 | T. brucei PFK, ADP-Glo luminescence | Potency, µM (series often up to 57.5 µM), for the others: at the top dose activity, negative = inhibition, actives largely listed as inhibitors | hit rate 0.17% among 330,000 | AID 485367;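 note: potency is the fitted concentration of half-maximal effect; 0% = uninhibited 1x PFK enzyme wells and -100% = no-enzyme wells; nearly all actives have a fitted effect of over 60% in size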
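Activity is normalized to no-enzyme wells (full inhibition) and 1.25 nM enzyme wells (no inhibition). Reaction: 0.5 mM F6P, 0.1 mM ATP, 45 min RT, ADP-Glo luminescence; concentration-response curves fitted and classed by quality.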
uPA generation – blocks generation of uPA at the cell surface. cell surface uPA generation assay, qHTS. hit rate 0.31% among 330,000. Potency, µM (series often up to 38.3 µM), inactives show at the highest dose activity change, negative = inhibition, actives largely listed as inhibitors; active = well fitted inhibition curve with a large enough effect; inconclusive = small, poorly fitted or top-dose-only effect; inactive = no such curve, though single readings can be large or run the other way; tested in mouse RAW 264.7 cells; note: potency is the fitted concentration of half-maximal effect; % is set by controls: 0 for no effect and ±100 for the full control effect; nearly all actives have a fitted effect of over 55% in size
Mito fusion yeast – inhibitors of mitochondrial division or activators of mitochondrial fusion; S. cerevisiae fusion-defective mutant growth rescue, CellTiterGlo 48 h; Potency, µM (top dose mostly 46.1 µM), without a hit: at the top dose growth rescue (activation), most hits filed as activators; hit rate 0.23% among 320,000;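 note: potency is the fitted concentration of half-maximal effect; % of control where 0% means no effect; nearly all actives have a fitted effect of over 45% in size; temperature-sensitive fusion mutants such as fzo1-1 at 37 °C on non-fermentable ethanol glycerol medium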
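Compounds are tested for their ability to restore growth of mitochondrial fusion-defective yeast strains at non-permissive 37C in YPEG medium over 48 hours. Viability is quantified by luciferase luminescence.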
Eya2 phos inh – Eya2 (human) phosphatase inhibition; O00167; recombinant Eya2, OMFP fluorescence dephosphorylation (OMFP is methylfluorescein phosphate); Potency, µM (series often up to 76.9 µM), without a hit: at the top dose activity, negative = inhibition, most hits filed as inhibitors; hit rate 0.006% among 330,000; note: potency is the fitted concentration of half-maximal effect; % is set by controls: 0 for no effect and ±100 for the full control effect
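Eya2 protein (added as 0.2 uM solution) was preincubated with compound for 10 min at ambient temperature in 50 mM HEPES pH 7.5, 50 mM NaCl, 5 uM MgCl2, 0.05% BSA, 1 mM DTT. OMFP (added at 50 uM) then reacted 10 min; fluorescence read at 485/525 nm.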
TSHR antag – human thyrotropin receptor antagonism | TSHR-expressing cells, TSH-stimulated cAMP HTRF, 2 h; hits give low values | activity change, negative = inhibition, % at 11.5 µM | hit rate 0.2% among 330,000;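 active = activity change below a set negative limit, meaning inhibition stronger than a set level, cut at about -70% in these data; inconclusive = activity change between two set negative limits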; note: % is set by controls: 0 for no effect and ±100 for the full control effect
Target sequence (P16473 whole entry, looked up): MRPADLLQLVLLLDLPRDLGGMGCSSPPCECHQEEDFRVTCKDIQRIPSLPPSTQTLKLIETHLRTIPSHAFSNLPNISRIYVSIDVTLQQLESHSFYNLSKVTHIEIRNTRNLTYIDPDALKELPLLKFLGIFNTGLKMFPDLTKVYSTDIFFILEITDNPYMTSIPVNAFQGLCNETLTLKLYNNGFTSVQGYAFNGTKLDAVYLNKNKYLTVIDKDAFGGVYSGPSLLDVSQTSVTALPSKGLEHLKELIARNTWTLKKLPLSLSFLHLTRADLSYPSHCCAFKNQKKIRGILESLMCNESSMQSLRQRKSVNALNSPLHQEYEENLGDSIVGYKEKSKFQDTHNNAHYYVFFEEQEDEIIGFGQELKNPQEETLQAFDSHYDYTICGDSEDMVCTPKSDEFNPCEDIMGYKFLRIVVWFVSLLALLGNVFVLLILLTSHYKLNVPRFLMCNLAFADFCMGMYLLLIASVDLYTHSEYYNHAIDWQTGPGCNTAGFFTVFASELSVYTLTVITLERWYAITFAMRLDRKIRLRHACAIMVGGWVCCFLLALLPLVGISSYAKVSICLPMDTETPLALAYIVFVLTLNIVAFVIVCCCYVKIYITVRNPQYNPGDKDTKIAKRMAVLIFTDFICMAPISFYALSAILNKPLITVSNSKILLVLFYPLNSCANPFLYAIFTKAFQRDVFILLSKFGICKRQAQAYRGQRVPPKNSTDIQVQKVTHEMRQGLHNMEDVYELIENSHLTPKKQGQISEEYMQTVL
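Cell-based HTRF cAMP assay; TSHR cells + compound, TSH EC80 (4nM final), 2 h, 37 deg C. Lysis with anti-cAMP cryptate and cAMP-d2, 30 min RT, read 665/620 nm.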
ELG1 DNA repair – blocks ELG1-dependent DNA repair in HEK293T cells. HEK293T ELG1-luciferase reporter, luminescence, 16 h; DNA damage induced by 5-fluorouridine. Potency, µM (doses to about 46.1 µM), for the others: top-dose activity change, negative = inhibition, actives largely listed as inhibitors. hit rate 2.3% among 330,000. AID 504467; note: potency is the fitted concentration of half-maximal effect; % is set by controls: 0 for no effect and ±100 for the full control effect; nearly all actives have a fitted effect of over 55% in size
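Step one: seed 2,000 cells per well. Step two: pin-transfer compound or DMSO alongside 5-fluorouridine. Step three: incubate 16 hr, 37 °C, 5% CO2. Step four: add ONE-Glo, wait 30 min, read luminescence.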
USP2a inh – inhibitors of human ubiquitin-specific protease USP2a | O75604 | USP2 core, Ub-CHOP2 coupled fluorogenic reporter, 485/531 | Potency, µM (titrated, usually from 38.3 µM), for the others: at the highest dose activity change, negative = inhibition, actives largely listed as inhibitors | hit rate 0.01% among 330,000;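 note: potency is the fitted concentration of half-maximal effect; plate controls were DMSO wells for no effect and full inhibition by NEM control for full effect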
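Deubiquitinase activity read as fluorescence (485/531 nm) after Ub-CHOP2 cleavage activates the enterokinase reporter on its substrate; USP2 core 10nM, Ub-CHOP2 and substrate 25nM each, 30min compound preincubation then 60min RT; data normalized to NEM, curves fitted.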
TSG101-PTAP inh – blocks PTAP/TSG101 interaction to inhibit HIV-1 budding; Q99816; Fluorescence polarization, FITC-PTAP peptide / Tsg101 binding; Potency, µM (doses to about 115 µM), without a hit: at the top dose activity change, negative = inhibition, actives largely listed as inhibitors; 340,000 tested, under 10 active; AID 493005; active = well fitted inhibition curve with a large enough effect in the main read-out, with a control signal flat, not every such curve was filed as active; inconclusive = small, poorly fitted or top-dose-only effect, or effect the other way, or a change in a side signal; inactive = no such curve, though single readings can be large or run the other way; note: potency is the fitted concentration of half-maximal effect; % of control where 0% means no effect
Target sequence (Q99816 whole entry, looked up): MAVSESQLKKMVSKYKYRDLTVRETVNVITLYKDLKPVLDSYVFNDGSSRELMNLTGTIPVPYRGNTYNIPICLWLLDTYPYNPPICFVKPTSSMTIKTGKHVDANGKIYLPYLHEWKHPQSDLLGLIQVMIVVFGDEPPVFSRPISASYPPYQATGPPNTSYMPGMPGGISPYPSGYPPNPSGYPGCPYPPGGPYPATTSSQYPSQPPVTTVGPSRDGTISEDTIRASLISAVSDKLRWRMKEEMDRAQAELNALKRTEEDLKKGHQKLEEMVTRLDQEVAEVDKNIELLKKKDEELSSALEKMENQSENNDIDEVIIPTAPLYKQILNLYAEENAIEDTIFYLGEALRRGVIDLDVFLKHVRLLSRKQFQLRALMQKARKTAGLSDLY
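Tsg101 binding domain (10 uM final) was mixed with compound and a FITC-labeled PTAP peptide (50 nM final) in HEPES pH 7.5 buffer with NaCl, Tween 20, EDTA and TCEP; fluorescence polarization was read after 20 min at r.t.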
* = called active by the depositor; ? = inconclusive; / = not tested or not shown; [ ] = another dose, or the depositor's remark. Unless noted, calls come from the whole dose curve; as a rule, active = well fitted curve in the direction sought with a large enough effect; inconclusive = small, poorly fitted or top-dose-only effect, or another doubt; inactive = no such curve, though single readings can be large; an effect the other way counts as inactive or inconclusive.

SMILES | BCR signal inh | TCR activator | B2AR arrestin | Tb PFK block | uPA generation | Mito fusion yeast | Eya2 phos inh | TSHR antag | ELG1 DNA repair | USP2a inh | TSG101-PTAP inh
O=C(COC(=O)C1CC2C=CC1C2)Nc1cccc(S(=O)(=O)N2CCCCC2)c1 (configuration not stated) | -19% | 4%[46.1 µM] | -0.8% | 0% | -11% | -5% | -1% | -11 | 0% | -2% | -2%
O=C(CSc1ccccn1)N/N=C/c1c[nH]c2ccccc12 | 0% | 0% | 0.1% | -3% | 8% | 4% | -8% | 1 | ? | -4% | -9%
COCCOC(=O)C1=C(C)NC(=O)NC1c1cccc2ccccc12 (configuration not stated) | -3% | -14% | -0.2% | -11% | 3% | 3% | 6% | 0 | -3% | 1% | -3%
Cc1cc(C)c(C(=O)CSc2n[nH]c(=O)n2C2CC2)cc1C | -3% | 0% | 0.0% | 22% | 1% | 2% | -19% | -3 | ? | 0% | -2%
CCc1ccccc1NC(=O)CNC(=O)CCc1nc2sc3c(c2c(=O)[nH]1)CCCC3 | ? | 1% | 0.0% | -26% | 1% | -2% | 15% | -2 | ? | 0% | 5%
O=C(Nc1ccc2nc(-c3cccnc3)[nH]c2c1)C12CC3CC(CC(C3)C1)C2 | ? | 10%[46.1 µM] | -0.2% | -1% | -12% | 0% | -7% | -16 | -3% | 1% | -3%
Cc1noc(C)c1S(=O)(=O)Nc1ccc2c(c1)CC(=O)N([C@H](C)CO)C[C@H](C)[C@@H](CN(C)CC1CC1)O2 | -3% | 0% | 0.2% | 1% | 4% | / | -10% | -2 | ? | 3% | /
Cc1ccc(C)c(Cn2c3ccccc3c3cnn(CC(=O)NCCCN4CCCCC4)c(=O)c32)c1 | -2% | -4% | -0.8% | -2% | ? | -6% | 6% | 11 | 0% | -1% | -6%
O=C1c2ccccc2-c2c1cccc2C(=O)N1CCCCC1 | ? | -4%[46.1 µM] | 0.1% | 1% | 7% | 3% | 4% | 3 | ? | -1% | -3%
O=C(Nc1ccccc1)c1cccc(S(=O)(=O)NC2CCCC2)c1 | 1% | -3% | 0.6% | -2% | 8% | -1% | 20% | -21 | -20% | 1% | 1%
COc1ccc(Cl)cc1NC(=O)c1cc(-c2cc(C)ccc2O)n[nH]1 | ? | 0% | -0.9% | -7% | -1% | 0% | 9% | 0 | -11% | 2% | -6%
COC(=O)c1c(NC(=S)Nc2cc(OC)c(Cl)cc2OC)sc2c1CCCCC2 | 5% | -10%[46.1 µM] | -0.5% | 0% | 3% | 14% | 4% | 6 | 17% | -11% | 0%
COC(=O)c1ccc2c(c1)NC(=O)c1ccccc1S2 | 10% | 2% | -0.6% | 1% | 5% | 11% | -13% | -2 | 12% | 1% | -1%
Cc1cc(C)cc(N(CC(=O)NC(C)(C)C)C(=O)CNC(=O)c2cccs2)c1 | ? | 4% | -0.6% | -2% | 0% | 0% | 11% | 47 | ? | -2% | 1%
CCOc1ccccc1C(=O)NCC(=O)Nc1ccc(-c2ccccc2)cc1 | 7% | 0% | -0.4% | 4% | -12% | -6% | 10% | -8 | 1% | 3% | 0%
O=C(COc1ncnc2c(Cl)cc(Cl)cc12)NCCC1=CCCCC1 | 13% | 0% | 0.0% | -2% | -6% | 1% | 2% | 6 | ? | 0% | -4%
COc1ccc(CNC(=O)CC(C)c2ccccc2)cc1 (configuration not stated) | -1% | -5% | -1.0% | -3% | 22% | -1% | 0% | 2 | 7% | 2% | -1%
Cc1cc(C)n(-c2nc(SCCN(C)C)c3c4c(sc3n2)COC(C)(C)C4)n1 | ? | 0% | -1.0% | 0% | / | -4% | -5% | 12 | 18µM* | -1% | -8%
Cc1ccc(S(=O)(=O)NCCC(=O)O)cc1 | -19% | -29% | 0.3% | 0% | -3% | 2% | 7% | 4 | ? | 1% | -4%
O=C(Nc1cc(Cl)ccc1Cl)c1noc2c1CCCC2 | -1% | -5% | -0.3% | 9% | -8% | 2% | 2% | -7 | 15% | -13% | 79%[activator]
O=C(CC1CCCC1)NCCc1cn2ccccc2n1 | 23% | 0% | 0.0% | 4% | -4% | 1% | 0% | 2 | 7% | 0% | -2%
COc1ccc(NC(=O)COC(=O)Cn2nnc3ccccc32)cc1 | -2% | 3% | 0.0% | 2% | 2% | -7% | -23% | -1 | 3% | 1% | -2%
NS(=O)(=O)c1cccc(NC(=O)c2cccs2)c1 | 0% | -1% | -0.2% | -2% | 2% | -7% | -27% | 0 | -4% | 15% | -5%
Cc1ccc(/C=N/NC(=O)CNC(=O)c2cccc([N+](=O)[O-])c2C)o1 | 1% | 5% | -0.1% | 1% | 5% | 0% | 18% | 12 | 3% | 1% | -4%
C=CCOc1ccc2ccccc2c1CNn1c(C)n[nH]c1=S | ? | / | ? | -5% | -15% | -6% | 6% | 25 | ? | -7% | -7%
Cc1ccccc1C(=O)c1cccn1CC(=O)NCc1ccccc1 | -8% | 10% | 0.0% | 6% | 13% | -1% | -2% | 22 | 16% | 2% | 0%
COc1ccc(OC)c(-n2nnnc2SCC(=O)O)c1 | ? | 0% | -0.1% | 2% | 11% | 0% | 4% | 5 | 0% | 0% | -4%
O=C(O)c1cccc(CSc2nnc(Cc3ccccc3)o2)c1 | 1% | 9% | -0.5% | 1% | -5% | 1% | -27% | -5 | ? | -1% | -2%
O=C(Nc1cccc(-c2nn[nH]n2)c1)c1csc2c1CCCC2 | 10% | -3% | 0.4% | -5% | 0% | 1% | -3% | 14 | 21% | -3% | 0%
O=C(COc1ccc(N2C(=O)c3ccccc3C2=O)cc1)c1ccccc1 | 0% | -3%[46.1 µM] | -0.4% | 0% | 3% | 4% | 2% | 12 | 8% | 2% | 1%
CC#CC(=O)N1CCC(CCc2ccccc2)(C(=O)OCC)CC1 | -10% | / | -0.2% | -2% | 0% | 14% | -5% | -8 | 5% | -2% | -10%
COC(=O)c1c(C)cc(OC(C)=O)c(C)c1OC(C)=O | 1% | 2% | 0.1% | -2% | 3% | -1% | 13% | 0 | ? | -1% | -9%
O=C(COc1ccc(Br)cc1Br)NC1CCS(=O)(=O)C1 (configuration not stated) | 0% | -6% | 0.1% | -4% | 1% | 2% | 12% | 3 | ? | 0% | -4%
CN(CC(=O)Nc1cccc(F)c1)C(=O)c1cn(-c2ccccc2)nc1-c1ccc(Cl)cc1 | 2% | 4% | 0.1% | -4% | -4% | 6% | -13% | -6 | ? | -6% | -1%
CCOC(=O)C1C(=O)CC(C)(O)C(C(=O)OCC)C1c1ccc(C)s1 (configuration not stated) | 4% | -51% | 0.2% | -4% | -2% | 2% | 7% | 15 | ? | 1% | -4%
CN(C)S(=O)(=O)c1ccc(NC(=O)C2CC3C=CC2C3)cc1 (configuration not stated) | 3% | -5%[46.1 µM] | -0.5% | -3% | -1% | -2% | 0% | 1 | 1% | 3% | -1%
Cc1nc2c(C#N)c[nH]n2c(=O)c1Cc1ccccc1 | 5% | -1% | -0.1% | -5% | 2% | -1% | 16% | 8 | 1% | 1% | 0%
Cc1c(C(=O)NCC(c2ccco2)N(C)C)oc2c(Cl)cccc12 (configuration not stated) | -9% | -6% | -0.2% | 0% | 3% | 10% | -6% | -11 | 8% | 1% | -1%
Cc1ccccc1-c1nsc(SCC(=O)NCc2ccc3c(c2)OCO3)n1 | ? | -1%[46.1 µM] | 0.3% | 0% | 2% | ? | 1% | 7 | 23% | -6% | 3%
CCCn1c(=O)[nH]c(=O)c2c1nc(-c1ccc(C#N)cc1)n2CCOC | 6% | 5% | -0.4% | 5% | -4% | 2% | -6% | -6 | -2% | 0% | -4%
O=C(Nc1cc(S(=O)(=O)N2CCOCC2)ccc1Cl)c1cc([N+](=O)[O-])ccc1Cl | -14% | 1% | -0.7% | 0% | -15% | / | 3% | -31 | ? | 2% | -5%
CN(C)/C=C1\C=C2C(=O)c3ccccc3N2C1=O | ? | 1% | -0.2% | -2% | -18% | 2% | ? | -8 | 0% | ? | /
COc1ccc(CCN2Cc3c(cccc3[N+](=O)[O-])C2=O)cc1OC | ? | 1% | -0.6% | -4% | 2% | -2% | -1% | -4 | -17% | 6% | -3%
O=C(NCc1nnnn1-c1ccc(Cl)cc1)c1ccc(Br)o1 | -4% | 9% | 0.3% | -14% | -5% | 5% | 16% | 22 | 8% | 3% | -3%
C=CCSc1nc(NC)c2sccc2n1 | ? | -5% | -0.1% | 4% | -5% | -5% | -6% | -2 | 1% | -2% | -2%
